# miR122 inh: miR-122 inhibition in Huh7 cells; Huh7 miR-122 Renilla luciferase sensor, 48 h; neutral wells = 0, positive control = 100; activation (reporter increase), % at 12.5 µM; 340,000 compounds, 0.3% hits;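 active = mean replicate activation score at least 90 and every replicate individually at or above 90; inconclusive = only one of the two criteria met; inactive = neither criterion met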;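 note: higher luciferase means less miR-122 activity so hits act as miR-122 inhibitors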
# INS-1E GSIS act: GLuc luminescence reporter in INS-1E cells, primary screen for activators of glucose-dependent secretion of insulin. 370,000 compounds, 0.61% hits. activation, % at 16.6 µM. AID 743287. INS-1E GLuc reporter insulin secretion, 2-3 h;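 active = lowest replicate activation of at least 40%, so every replicate reaches that level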;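 note: 0% = median of neutral control wells and 100% = median of IBMX positive control wells; some compounds called inactive have numbers as strong as hits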
# PGC1a acetyl inh: lowers PGC1a acetylation signal in U2OS cells; AlphaScreen anti-acetyl-lysine; with virally co-expressed GCN5 acetyltransferase; inhibition, % at 15.6 µM; AID 651687; 350,000 compounds, 0.17% hits;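 active = every replicate shows inhibition of at least 40%; inconclusive = mean inhibition at least 40% but some replicate below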;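 note: 0% = neutral control wells and 100% = positive control wells; some results beyond the cut were filed as inactive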
# Statin myotox sup: suppressors of simvastatin-induced myotoxicity in C2C12 myotubes | ATP luminescence, 48 h; scaled: DMSO 0, geranylgeraniol control 100 | rescue of ATP level, % at 7.49 µM | 330,000 compounds, 0.78% hits | AID 602340;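 active = mean ATP rescue above about 67%, or every replicate alone reaching that limit, limit read from the data, passing the limit was not always enough; inconclusive = no clear call, values can overlap the other calls; inactive = mean under the limit and some replicate under it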;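 note: myotubes were challenged with 10 µM simvastatin during compound exposure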
# F508del corr: CFTR F508del correction in bronchial cells; activity (quench increase), % at 7.58 µM; CFBE cells, YFP halide quenching; stimulated with forskolin plus potentiator P3; % fluorescence drop versus neutral controls; 350,000 compounds, 0.36% hits;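 active = mean added fluorescence quench of at least 8% versus neutral control, with both replicates also reaching 8%; inconclusive = only one of the mean or replicate conditions met; inactive = mean below 8% and not both replicates reaching 8%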;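 note: cells transiently co-express mutant CFTR-F508del with the halide-sensitive YFP; corrector assay measuring rescue of mutant channel to the surface after 24 h compound exposure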
# Cneo AK release: causes C. neoformans cell lysis; adenylate kinase release luminescence, 4 h; normalised: neutral wells 0, clomiphene wells 100; lysis activity, % at 15 µM; 360,000 compounds, 0.2% hits; AID 651654;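 active = mean lysis activity across replicates of at least 80%, whatever share of replicates individually reach that level; inactive = mean lysis activity below 80%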
#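 Material: C. neoformans cells | Amount: Yeast cell density of 5 × 10^6 cells/mL | Medium: Fresh YPD growth medium | Dosing: Single dose | Times: Static 4 h at 37 °C with compound, 1 h detection | Detection: AK luminescence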
# FN deposition inh: fibronectin deposition inhibition. AH1F fibroblasts, Alexa488-fibronectin deposition fluorescence, overnight. inhibition, % at 12.6 µM. 350,000 compounds, 0.086% hits;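 active = mean inhibition across replicates of 30% or more, regardless of how many single replicates reach that level; inconclusive = mean under 30% yet at least half of replicates reach 30%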;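 note: positive control wells lacked labelled fibronectin entirely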
#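 Test system: AH1F fibroblast monolayer depositing Alexa488-labelled fibronectin into matrix. Input: 10000 cells per well. Technique: fluorescence, ex 485 nm, em 525 nm. Buffer or medium: DMEM plus 2% serum, read in PBS. Timing: 1 h cell adhesion before compound, then overnight fibronectin incubation. Compound: single dose, pinned. Read-out basis: inhibition from reduced deposited-fibronectin fluorescence.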
# PglD inh: blocks C. jejuni PglD acetyltransferase activity. purified PglD enzyme, DTNB colorimetric CoA detection. AID 602405. inhibition, % at 12.5 µM. 360,000 compounds, 0.098% hits; in the data active = inhibition above about 16%, passing the limit was not always enough; inconclusive = no clear call, values can overlap the other calls; note: strong numbers were not always called active
# The depositor's hits bear a star; ? = inconclusive; . = no result given; [ ] = another dose, or the depositor's remark. Compounds were not picked by outcome. About 2.1% of those tested had a hit in this group.
# The opening 7 entries (preview)
SMILES,miR122 inh,INS-1E GSIS act,PGC1a acetyl inh,Statin myotox sup,F508del corr,Cneo AK release,FN deposition inh,PglD inh
O=C(O)C(Cc1c[nH]c2ccccc12)N1C(=O)C2C3c4ccccc4C(c4ccccc43)[C@@H]2C1=O (stereo partly drawn),-7,-3,7,-4,-1.1,-4,1,5
CC(C)c1ccc(CC(=O)N2CCC2(C)C(=O)NS(=O)(=O)c2cccc(C#N)c2)cc1 (stereo not drawn),.,-6,.,5,2.6,0,-1,0
C[C@@H]1CCCCO[C@H](CN(C)S(=O)(=O)c2cccs2)[C@@H](C)CN([C@H](C)CO)C(=O)c2cc(NC(=O)NC3CCCCC3)ccc2O1,3[16.7 µM],3,-6,.,1.1,-1,.,2
CCCCC1CC2=C(C(=O)OC(C)(C)O2)C(c2ccc(F)cc2)O1 (stereo not drawn),4,2,-21,9,-3.2,-1,-10,-4
CCN(CC(=O)NCc1ccc(Cl)cc1)C(=O)CN1C(=O)NC(C)(c2ccccc2)C1=O (stereo not drawn),8,-19,-7,1,-1.1,-3,-8,-1
O=C(c1cccc(F)c1)N1CC[C@H]2[C@H](CO)Nc3ccc(-c4ccccc4F)cc3[C@H]21,4[16.7 µM],3,-16,8,0.4,11,0,3
O=C(CCc1ccccc1)Nc1cc2c3c(c1)CC(=O)N3CCC2,.,9,.,.,0.6,-2,0,-4

# The whole of this part, from the start:
SMILES,miR122 inh,INS-1E GSIS act,PGC1a acetyl inh,Statin myotox sup,F508del corr,Cneo AK release,FN deposition inh,PglD inh
O=C(O)C(Cc1c[nH]c2ccccc12)N1C(=O)C2C3c4ccccc4C(c4ccccc43)[C@@H]2C1=O (stereo partly drawn),-7,-3,7,-4,-1.1,-4,1,5
CC(C)c1ccc(CC(=O)N2CCC2(C)C(=O)NS(=O)(=O)c2cccc(C#N)c2)cc1 (stereo not drawn),.,-6,.,5,2.6,0,-1,0
C[C@@H]1CCCCO[C@H](CN(C)S(=O)(=O)c2cccs2)[C@@H](C)CN([C@H](C)CO)C(=O)c2cc(NC(=O)NC3CCCCC3)ccc2O1,3[16.7 µM],3,-6,.,1.1,-1,.,2
CCCCC1CC2=C(C(=O)OC(C)(C)O2)C(c2ccc(F)cc2)O1 (stereo not drawn),4,2,-21,9,-3.2,-1,-10,-4
CCN(CC(=O)NCc1ccc(Cl)cc1)C(=O)CN1C(=O)NC(C)(c2ccccc2)C1=O (stereo not drawn),8,-19,-7,1,-1.1,-3,-8,-1
O=C(c1cccc(F)c1)N1CC[C@H]2[C@H](CO)Nc3ccc(-c4ccccc4F)cc3[C@H]21,4[16.7 µM],3,-16,8,0.4,11,0,3
O=C(CCc1ccccc1)Nc1cc2c3c(c1)CC(=O)N3CCC2,.,9,.,.,0.6,-2,0,-4
Cc1cc(F)ccc1S(=O)(=O)NCC1CC2CCC1C2 (stereo not drawn),82,-46,-18,0,-2.2,2,5,0
OC1(c2ccc(F)cc2)CCN(Cc2nnnn2Cc2cccs2)CC1,-6,.,24,-1,.,0,.,-4
Cc1cccc(C)c1OCc1nnc(SCC(=O)NCCc2ccccc2)o1,-4,.,0,-8,.,4,3,7
CCOc1cc(NC(=O)c2ccccn2)c(OCC)cc1NC(=O)c1cccc(C)c1,-12,15,-4,-16,.,0,-2,-1
O=C(NCc1n[nH]c(=S)n1-c1cccc(Cl)c1)c1ccc(S(=O)(=O)N2CCCC2)cc1,-4,.,-1,2,.,6,.,-2
O=C(C1CCCN1S(=O)(=O)c1cccc2nsnc12)N1CCCCCC1 (stereo not drawn),-3,14,.,19,0.0,-1,-4,-5
Cc1nc(Nc2ccc(Cl)cc2Cl)sc1C(=O)Nc1ccccc1,0,-22,-11,-15,.,.,2,.
Cc1onc(-c2c(F)cccc2Cl)c1C(=O)Nc1sc2c(c1C(N)=O)CCC2,12,-5,-17,-54,.,-2,.,-1
COc1ccc2[nH]c3c(=O)n(CCCCC(=O)NCCC(C)C)c(=S)[nH]c3c2c1,.,-31,-13,.,-1.6,.,-6,.
O=C(CCC(=O)Nc1ccccc1)NCCO,0,.,2,4,.,0,.,7
O=C(OCC(=O)c1ccco1)c1ccc2ncsc2c1,1,.,1,0,.,2,-6,-7
CCOc1ccc(Oc2ccc(NS(=O)(=O)c3cc(C(=O)O)ccc3Cl)cc2)cc1,0,.,-2,14,2.4,0,4,-4
c1ccc2c(c1)nc1n2CCN1CCNC1CCCCC1,-1,.,11,-12,.,-2,.,7
C[C@H](CO)N1C[C@H](C)[C@H](CN(C)Cc2cccc(F)c2)Oc2ncc(C3=CCCCC3)cc2C1=O,.,-7,0,.,0.2,.,-14,.
CS(=O)(=O)Nc1ccc(C2=NN(S(C)(=O)=O)C(c3ccccc3)C2)cc1 (stereo not drawn),14,17,.,.,-2.0,1,-5,1
COC(=O)c1ccc2c(c1)C(=O)/C(=C/c1ccc(O)cc1)O2,35,-12,4,-6,.,0,-3,-3
C=CCOc1ccc2c(OC)c3ccoc3nc2c1OC,-2,.,-2,92*,.,-3,-3,7
O=C(CC1OC(=O)c2ccccc21)NC1CCCCC1 (stereo not drawn),0,.,-7,18,.,-3,.,-5

# A portion taken from the entries so far, as a working copy:
SMILES,miR122 inh,INS-1E GSIS act,PGC1a acetyl inh,Statin myotox sup,F508del corr,Cneo AK release,FN deposition inh,PglD inh
O=C(O)C(Cc1c[nH]c2ccccc12)N1C(=O)C2C3c4ccccc4C(c4ccccc43)[C@@H]2C1=O (stereo partly drawn),-7,-3,7,-4,-1.1,-4,1,5
CC(C)c1ccc(CC(=O)N2CCC2(C)C(=O)NS(=O)(=O)c2cccc(C#N)c2)cc1 (stereo not drawn),.,-6,.,5,2.6,0,-1,0
C[C@@H]1CCCCO[C@H](CN(C)S(=O)(=O)c2cccs2)[C@@H](C)CN([C@H](C)CO)C(=O)c2cc(NC(=O)NC3CCCCC3)ccc2O1,3[16.7 µM],3,-6,.,1.1,-1,.,2
CCCCC1CC2=C(C(=O)OC(C)(C)O2)C(c2ccc(F)cc2)O1 (stereo not drawn),4,2,-21,9,-3.2,-1,-10,-4
CCN(CC(=O)NCc1ccc(Cl)cc1)C(=O)CN1C(=O)NC(C)(c2ccccc2)C1=O (stereo not drawn),8,-19,-7,1,-1.1,-3,-8,-1

# Remaining list, next part
SMILES,miR122 inh,INS-1E GSIS act,PGC1a acetyl inh,Statin myotox sup,F508del corr,Cneo AK release,FN deposition inh,PglD inh
C[C@H](CO)N1C[C@H](C)[C@@H](CN(C)C(=O)Cc2ccccc2)OCCCC[C@H](C)Oc2ccc(NS(=O)(=O)c3ccc(Cl)cc3)cc2C1=O,1[16.7 µM],-22,38,.,0.7,-1,4,0
OC[C@@H]1[C@H](c2ccc(-c3cccnc3)cc2)[C@H]2CN(CC3CCOCC3)CCCCN12,6[16.7 µM],.,3,.,0.6,0,.,-2
COc1cccc(CC(O)CC2c3c(cc4c(c3OC)OCO4)CCN2C)c1 (stereo not drawn),-3,-3,-8,-15,0.8,0,-5,-3
Cc1ccc(S(=O)(=O)N(C)C[C@H]2OCCCC[C@@H](C)Oc3ccc(NS(=O)(=O)c4cn(C)cn4)cc3C(=O)N([C@@H](C)CO)C[C@@H]2C)cc1,8[16.7 µM],-5,9,.,1.1,-1,-3,0
COc1ccc(-n2nc(C(=O)NCC(=O)N3CCOCC3)c3ccccc3c2=O)cc1OC,-3,31,12,-6,0.0,0,0,-1
C[C@@H]1CN([C@H](C)CO)C(=O)c2cccc(NC(=O)Nc3ccccc3)c2O[C@@H]1CN(C)S(=O)(=O)c1cn(C)cn1,-3[16.7 µM],39,-2,.,-0.3,-1,.,-1
CCOC(=O)N1CCC(NC(=O)C2CCN(S(=O)(=O)c3cnc[nH]3)CC2)CC1,-3,.,8,1,.,0,.,1
CCOC(=O)C=Cc1ccc(C(=O)OCC)[nH]1,16,.,.,-4,1.2,-1,1,2
CCCn1nc(Oc2nc(N(C)C)nc(N(C)C)n2)ccc1=O,.,9,0,-2,-1.0,.,.,.
COc1ccc(C(C(=O)NC2CCCC2)N(C(=O)Cc2cccs2)C2CC2)cc1OC (stereo not drawn),-1,0,3,4,0.2,-2,0,2
COC(=O)c1ccc(N=NNc2ccccc2)cc1,-3,11,4,-11,.,0,.,2
COc1ccc(NC(=O)N2CCCCN3[C@@H](CO)[C@H](c4ccc(C5=CCCC5)cc4)[C@@H]3C2)cc1,19[16.7 µM],.,-28,.,5.4,-2,.,8
COc1ccccc1C#Cc1ccc2c(c1)O[C@H](CN(C)Cc1cccnc1)[C@H](C)CN([C@@H](C)CO)S2(=O)=O,-39[16.7 µM],6,8,-13,8.2*,0,9,-2
Cc1noc(C)c1NC(=O)N(C)C[C@@H]1Oc2ccc(NS(=O)(=O)c3ccc(Cl)cc3)cc2C(=O)N([C@H](C)CO)C[C@@H]1C,-2[16.7 µM],1,12,0,-2.6,-3,.,2
COc1ccc(NC(=O)Nc2ccc3c(c2)C(=O)N(C)C[C@H](OC)[C@H](C)CN[C@H](C)CO3)cc1,-3[16.7 µM],-2,0,-3,2.1,.,-3,.
C=CCc1ccccc1OCC(O)Cn1ccnc1C (stereo not drawn),13,37,-3,-18,.,-3,-1,5
Cc1nn(-c2ccccc2)c(Cl)c1/C=N/Nc1ccc(S(=O)(=O)Nc2ccccc2C(=O)O)cc1[N+](=O)[O-],-2,-6,-9,6,.,2,.,0
O=C(Cn1nnc(N2CCCC2)n1)N/N=C/c1ccc(Cl)cc1,.,6,-5,.,-0.7,.,10,.
Cc1ccc(C(=O)CN2C(=O)C(C)Oc3ccccc32)cc1 (stereo not drawn),.,-3,-2,.,-1.2,.,3,.
CCOC(=O)c1cnc2ccc(C)cn2c1=O,1,3,-5,12,0.4,0,7,0
O=C(COC(=O)c1cc2ccccc2o1)c1ccccc1,-1,-1,4,6,.,-1,.,2
NC(=O)c1cc(N)ccc1N1CCCC1,-1,-1,-1,.,.,0,2,0
COc1ccc(S(=O)(=O)NC(C)C)cc1C(=O)N1CCOCC1,.,0,10,.,-0.7,.,0,.
COc1cccc(-c2cc(C(=O)Nc3ccn(Cc4ccc(C)cc4)n3)no2)c1,-10,13,2,?,-1.2,1,-3,0
COc1ccc(S(=O)(=O)Nc2ccc3c(c2)C(=O)N([C@@H](C)CO)C[C@H](C)[C@@H](CN(C)C(=O)Nc2ccc4c(c2)OCO4)OCCCC[C@H](C)O3)cc1,2[16.7 µM],-41,-6,.,-1.8,56,-7,1
CCn1nc(C)c(CN2CCC(n3nccc3NC(=O)CCCc3ccccc3)CC2)c1C,-3,4,2,-5,-1.4,0,2,5
CCCCn1c(N)c(N(CC(C)C)C(=O)c2cccc(S(=O)(=O)N3CCN(C(C)=O)CC3)c2)c(=O)[nH]c1=O,-5,7,7,12,-0.8,-2,0,-2
COC(=O)CNC(=O)c1ccc(=O)oc1,2,.,14,9,.,-1,.,-3
O=C1CCC(=O)c2ccc3c4c(ccc1c24)CC3,-3,-2,-1,5,2.2,-3,2,-4
Cc1ccc(-n2nc(C)c3onc(C)c3c2=O)cc1,.,2,-1,7,0.3,.,-3,.
